OX1R antag-1: OX1R (human) antagonism; O43613; OX1R-expressing cells, FRET antagonist read-out; inhibition, % at 6.6 µM; actives 1.8% (n = 330,000); AID 485270; in the data active = inhibition mostly above about 38%, no sharp cut-off; inactive = mostly below about 40%;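 also: 0% = agonist challenge alone and 100% = reference antagonist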
Target sequence (O43613 whole entry, looked up): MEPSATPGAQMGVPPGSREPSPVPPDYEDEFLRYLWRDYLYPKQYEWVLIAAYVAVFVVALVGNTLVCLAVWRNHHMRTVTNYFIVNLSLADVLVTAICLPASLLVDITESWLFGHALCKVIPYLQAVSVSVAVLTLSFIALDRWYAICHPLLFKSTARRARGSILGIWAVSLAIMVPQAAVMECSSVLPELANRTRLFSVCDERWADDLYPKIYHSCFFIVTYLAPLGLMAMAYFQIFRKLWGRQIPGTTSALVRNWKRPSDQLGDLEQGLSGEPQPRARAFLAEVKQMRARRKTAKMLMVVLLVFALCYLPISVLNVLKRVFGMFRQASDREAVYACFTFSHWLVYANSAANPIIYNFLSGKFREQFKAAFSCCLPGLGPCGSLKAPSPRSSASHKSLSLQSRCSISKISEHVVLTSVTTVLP
OX1R antag-2: antagonists of human orexin 1 receptor. inhibition, % at 5 µM. O43613. CHO/OX1R cells, Fluo-8 calcium fluorescence, orexin A. AID 434989. actives 0.43% (n = 330,000);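 active = inhibition above its plate's threshold, mean inhibition of all tested compounds on the plate plus 3 SD, cut at about 37% in these data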;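 also: 0% = orexin A challenge wells and 100% = SB-334867-A antagonist wells; not every result past the cut was called active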
STK33 kinase inh: inhibitors of human STK33 kinase; AID 2661; actives 0.073% (n = 320,000); Q9BYT3; inhibition, % at 10 µM; purified STK33, MBP phosphorylation, ADP-Glo luminescence;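 active = inhibition at or above 25%, using the most active replicate where run in duplicate; inactive = inhibition below 25%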
Target sequence (Q9BYT3 whole entry, looked up): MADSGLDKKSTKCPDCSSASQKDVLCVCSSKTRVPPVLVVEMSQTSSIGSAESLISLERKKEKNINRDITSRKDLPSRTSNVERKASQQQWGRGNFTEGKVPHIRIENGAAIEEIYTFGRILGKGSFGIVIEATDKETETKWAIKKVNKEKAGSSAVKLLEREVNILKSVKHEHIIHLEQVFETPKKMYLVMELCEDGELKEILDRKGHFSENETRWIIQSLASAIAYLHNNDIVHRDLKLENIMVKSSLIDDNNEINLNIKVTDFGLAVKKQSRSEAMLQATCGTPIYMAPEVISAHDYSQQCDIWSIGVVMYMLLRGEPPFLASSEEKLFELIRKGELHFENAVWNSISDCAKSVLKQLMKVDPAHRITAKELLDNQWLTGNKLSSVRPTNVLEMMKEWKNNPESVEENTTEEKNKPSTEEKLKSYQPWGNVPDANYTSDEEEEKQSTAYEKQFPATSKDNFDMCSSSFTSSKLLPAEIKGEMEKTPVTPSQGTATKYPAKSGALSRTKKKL
Starred values were filed as active, the others as inactive; . = no result given.

OX1R antag-1 | OX1R antag-2 | STK33 kinase inh | SMILES
7.9 | -3.3 | 14.9 | COc1cc(/C=C/C(=O)OCC(=O)NC(=O)NC(C)C)ccc1O
4.2 | -16.6 | -1.1 | C/C=C/Cn1c(SC)nc2c1c(=O)[nH]c(=O)n2C
9.1 | -17.2 | 1.1 | Cc1cc(C)cc(N(C(=O)c2ccc3c(c2)OCO3)C2C=CS(=O)(=O)C2)c1 (configuration not stated)
5.1 | -23.6 | 0.2 | S=C(NCc1ccco1)N/N=C/c1ccc(Cl)cc1
12.9 | -8.3 | 0.1 | CCc1nc(N2CCCCC2C(=O)O)c2oc3ccccc3c2n1 (configuration not stated)
28.6 | -18.8 | 1.1 | CSc1ccc(CN(C)CC(=O)NC(C)c2ccccc2)cc1 (configuration not stated)
1.4 | -21.5 | 0.6 | COc1ccc(/C=C/C(=O)OCC(=O)NC2CCCCC2C)c(OC)c1 (configuration not stated)
15.8 | -11.0 | 0.5 | O=C(COc1cccc2ccccc12)Nc1cc(S(=O)(=O)N2CCOCC2)ccc1N1CCOCC1
1.4 | -15.7 | -5.4 | COc1ccc(S(=O)(=O)/C(C#N)=C/Nc2ccccc2F)cc1
37.3 | -25.4 | -0.9 | Cc1csc(NC(=O)C2CCCCN2S(=O)(=O)c2ccccc2)n1 (configuration not stated)
33.2 | -22.9 | 0.5 | CCOCCCn1c(=NC(=O)c2cccs2)c(C#N)cc2c(=O)n3ccccc3nc21
10.0 | -10.4 | -1.1 | COc1ccc(CCN(C)C(=O)c2ccc(C)c(S(=O)(=O)N3CCCCC3)c2)cc1OC
47.5* | 19.5 | 0.1 | O=C(COc1ccccc1-c1ccccc1)Nc1ccc(S(=O)(=O)NCc2ccco2)cc1
10.7 | 8.4 | -1.2 | CCOC(=O)Nc1cc(C)c(Cl)cc1OC
5.5 | -1.3 | -0.6 | CCCCCC(=O)OC(CN1CCCCC1)CN1CCCC1=O (configuration not stated)
19.3 | -13.8 | -1.4 | NC(=O)C1CC(=O)N(c2ccc(OCc3ccccc3Cl)cc2)C1 (configuration not stated)
-0.7 | -10.4 | 1.3 | CC1=CCC2C(=O)N(c3ccccc3OC(=O)c3ccccc3F)C(=O)C2C1 (configuration not stated)
6.0 | -15.9 | 0.4 | CCOc1ccc(N(C)S(=O)(=O)c2ccc(-c3cc(C)no3)s2)cc1
25.9 | 5.8 | 0.5 | CN(C)Cc1c(O)ccc2oc(Cc3ccccc3)cc12
-0.4 | -5.9 | -0.3 | Cc1ccc(-c2nc(CS(=O)CC(=O)NCc3ccco3)c(C)o2)cc1 (configuration not stated)
2.8 | 5.6 | . | O=C(COC(=O)c1cccs1)Nc1cccc(Cl)c1
6.9 | -5.4 | -0.3 | Cc1cc(/C=N\NC(=O)CC(=O)NC2CCCCC2)c(C)n1-c1cccc(Cl)c1Cl
34.9 | -7.0 | 0.2 | O=C(NCC1COc2ccccc2O1)c1ccc(Br)s1 (configuration not stated)
4.4 | -7.7 | -2.1 | O=C(c1ccccc1)N1CCn2c(nc3ccccc32)C1
9.1 | -4.6 | -0.6 | COc1ccc(S(=O)(=O)N2N=C(C)Oc3ccccc3C2=O)cc1

Further results.
OX1R antag-1 | OX1R antag-2 | STK33 kinase inh | SMILES
21.9 | -14.5 | 15.7 | COc1cc(/C=N/N=C(\N)c2nonc2N)ccc1O
10.2 | -20.3 | -0.3 | CCOc1ccc(-n2c(SCC(=O)Nc3ccc(OC)cc3OC)nc3c(c2=O)SCC3)cc1
24.3 | -4.8 | 1.2 | Cc1ccc(-c2nnn(CC(=O)N(Cc3ccco3)C(C(=O)NC(C)(C)C)c3cccs3)n2)o1 (configuration not stated)
3.0 | -0.2 | . | C[C@@H]1C(c2ccc(F)cc2)=NN(c2ccccc2)[C@H]1C(=O)N1CCOC1=O
5.8 | -24.1 | -0.4 | CCCSc1nc(C)cc(C)c1S(C)(=O)=O
79.8* | 46.8* | 3.2 | Cn1c(CNc2nc(-c3ccccc3)cs2)nnc1SCC(=O)N1CCc2ccccc21
3.9 | -12.0 | -1.2 | Cc1cccc(NC(=O)c2cc3ccccc3oc2=O)c1
30.4 | -12.2 | -0.7 | COCCn1nnnc1C(c1ccc2ncccc2c1)N1CCN(c2ccccc2F)CC1 (configuration not stated)
7.3 | -0.4 | 0.9 | N#C/C(=C/N1CCOCC1)c1ccccc1
7.7 | -6.0 | -0.4 | CN(C)NC(=S)NC1CCS(=O)(=O)C1 (configuration not stated)
5.2 | -19.4 | 3.1 | Cc1ccc(C)c(Nc2nc3c(S(=O)(=O)c4ccccc4)nnn3c3ccccc23)c1
13.3 | -16.6 | -0.9 | Cc1ccc(C(C(=O)NC2CCCCC2)N(C(=O)c2csnn2)C2CC2)o1 (configuration not stated)
36.2 | -5.2 | 0.0 | CCCCn1nc(NS(=O)(=O)c2cccc3nonc23)c2cc3cccc(C)c3nc21
3.7 | 4.3 | -1.7 | CN(C)CCNC(=O)c1scc2c1CCCC2
10.2 | -5.3 | -0.5 | COc1ccc(-c2noc(Cc3ccccc3OC)n2)cc1
14.0 | -14.0 | -1.3 | O=C(O)c1cccc(COc2cccc3ccccc23)c1
13.4 | -14.5 | -0.4 | O=C(C1CCCO1)N1CCN(C(=S)NC2CC2)CC1 (configuration not stated)
-11.1 | -22.5 | -1.3 | COc1ccccc1-c1cc(C(=O)NCCCN2CCOCC2)no1
11.1 | -17.7 | -0.8 | Cc1cc(C)n(CCC(=O)N/N=C/c2cccc([N+](=O)[O-])c2)n1
6.4 | -22.2 | 0.6 | CCOC(=O)c1c(C)cccc1OCC(N)=O
7.7 | 0.4 | -0.3 | O=C(Cc1ccc([N+](=O)[O-])cc1)Nc1cc(C(F)(F)F)cc(C(F)(F)F)c1
13.8 | 0.4 | -0.4 | COc1ccc(/C=N/c2sc3c(c2C#N)CCN(Cc2ccccc2)C3)c(O)c1
7.1 | -3.5 | -0.4 | COc1ccc(C(=O)NCCCNC(=O)c2cnccn2)cc1Br
15.4 | -4.2 | -0.2 | C1CCC(C23CC4CC(CC(C4)C2)C3)NC1 (configuration not stated)
17.2 | -13.0 | 2.2 | Cc1cc(=O)n2c(c1C#N)SC1CCCCC12O (configuration not stated)

The closing two records of the part above lead into the next:
OX1R antag-1 | OX1R antag-2 | STK33 kinase inh | SMILES
15.4 | -4.2 | -0.2 | C1CCC(C23CC4CC(CC(C4)C2)C3)NC1 (configuration not stated)
17.2 | -13.0 | 2.2 | Cc1cc(=O)n2c(c1C#N)SC1CCCCC12O (configuration not stated)
4.2 | -7.6 | -1.1 | Cc1ccc(C(=O)NC2CCCCNC2=O)cc1C (configuration not stated)
7.9 | -2.8 | 0.0 | COc1cc(-c2nnc(SCC#CCO)o2)cc(OC)c1OC
4.6 | -24.6 | -0.2 | Cc1ccccc1N(CC(=O)N1CCCC1)S(=O)(=O)c1ccc(Cl)cc1
19.0 | -15.9 | -0.1 | O=C(N/N=C1\CC2CC=CC12)c1ccc(COc2ccccc2)cc1 (configuration not stated)
4.8 | -5.1 | -0.7 | CN(C(=O)c1cccc(NC(=O)Cc2ccc([N+](=O)[O-])cc2)c1)C1CCCCC1
85.1* | -2.8 | 0.8 | O=[N+]([O-])c1ccc(N2CCN(CCOCCO)CC2)c([N+](=O)[O-])c1
11.2 | -21.3 | -1.1 | CCOc1cc(CNCc2cc(OC)cc(OC)c2)ccc1OC
16.8 | -11.1 | -1.0 | COc1ccc(OCc2nnc(SCC(=O)Nc3ccccc3C#N)o2)cc1
16.3 | -12.7 | -1.2 | COCc1c(C(=O)N/N=C\c2cccs2)nnn1-c1nonc1N
16.5 | -3.2 | 0.1 | CCOC(=O)C1(Cc2cccc(OC)c2)CCN(Cc2ccc(OC)c(O)c2)CC1
11.5 | -6.7 | -0.3 | CC1(NC(=O)CCc2nc3ccccc3c(=O)[nH]2)CCS(=O)(=O)C1 (configuration not stated)
10.0 | -18.7 | 1.7 | Cc1cccn2c(=O)c3cc(C(=O)N4CCN(Cc5ccccc5)CC4)sc3nc12
5.9 | -17.6 | -0.4 | O=C1c2ccc(-c3ccc(F)cc3OCc3ccccc3)cc2S(=O)(=O)c2cccc(C(=O)N3CCN(c4ncc(Br)cn4)CC3)c21
20.3 | -29.1 | -0.2 | O=C(NC1CCCC1)C(c1ccccc1)N(Cc1ccc(F)cc1)C(=O)c1csnn1 (configuration not stated)
1.5 | -9.9 | -0.2 | CCC(C)C(NS(=O)(=O)c1ccc(C)cc1)C(=O)NCCCN1CCOCC1 (configuration not stated)
14.6 | -19.1 | . | O=C(Cn1cc([N+](=O)[O-])ccc1=O)NCC1COc2ccccc2O1 (configuration not stated)
0.2 | -8.0 | 0.5 | CCNc1nc(=S)nc(NCc2ccccc2)[nH]1
24.5 | -26.6 | -0.4 | COc1ccc(CCC(=O)NCC(c2ccco2)N2CCc3ccccc32)cc1 (configuration not stated)
10.8 | -28.4 | -1.0 | Cc1cc(C)nc(NC(=O)c2c(-c3ccccc3Cl)noc2C)n1
36.7 | -30.1 | . | O=C1c2ccsc2SCCN1Cc1ccc(Cl)cc1Cl
6.5 | -24.0 | 0.5 | O=C(COC(=O)c1cc([N+](=O)[O-])ccc1NCc1ccccc1)NC1CCCc2ccccc21 (configuration not stated)
13.5 | -10.3 | -2.0 | CC(=O)Nc1cccc(C(=O)OCC(=O)NC2CCCCCCC2)c1
4.1 | 3.6 | -0.6 | Cn1c(CNC(=O)OC(C)(C)C)n[nH]c1=S
7.6 | -5.0 | -0.6 | Cc1nn(CC(=O)Nc2ccc(N3CCOCC3)cc2)c(C)c1Cl
15.1 | -13.1 | -1.0 | O=C(CN1C(=O)c2ccccc2C1=O)OC(C(=O)c1ccc(Cl)cc1)c1ccccc1 (configuration not stated)

Complete entries as entered above. Screens in order: OX1R antag-1	OX1R antag-2	STK33 kinase inh
CCNc1nc(=S)nc(NCc2ccccc2)[nH]1 is listed as 0.2	-8.0	0.5
O=C(CN1C(=O)c2ccccc2C1=O)OC(C(=O)c1ccc(Cl)cc1)c1ccccc1 (configuration not stated) is listed as 15.1	-13.1	-1.0
COc1ccc(OCc2nnc(SCC(=O)Nc3ccccc3C#N)o2)cc1 is listed as 16.8	-11.1	-1.0
Cn1c(CNC(=O)OC(C)(C)C)n[nH]c1=S is listed as 4.1	3.6	-0.6
Cc1ccc(C(=O)NC2CCCCNC2=O)cc1C (configuration not stated) is listed as 4.2	-7.6	-1.1

The results go on:
OX1R antag-1 | OX1R antag-2 | STK33 kinase inh | SMILES
7.5 | -6.4 | -1.9 | COc1ccccc1S(=O)(=O)Cc1ccc(C(=O)NCC(OC)OC)o1
-0.6 | -17.9 | -0.7 | COc1ccc(CNC(=O)c2ccc(CS(=O)c3ccccc3)o2)cc1 (configuration not stated)
13.5 | -10.9 | 1.6 | CCCCCC(=O)Nc1cccc(-c2nc3ncccc3o2)c1
30.8 | -12.9 | -0.4 | CCCc1nc2scc(-c3ccc(C)cc3)c2c(=O)n1N
3.9 | -29.5 | 1.3 | CCOc1ccc(OCC)c(NC(=O)C2CCCN(c3ncccn3)C2)c1 (configuration not stated)
4.6 | -10.2 | -0.6 | COc1ccc2[nH]cc(CCN3C(=O)CCC3=O)c2c1
5.5 | -10.0 | -1.9 | C[C@H](CO)N1C[C@H](C)[C@@H](CN(C)C(=O)Nc2ccc(C(F)(F)F)cc2)Oc2ccc(NC(=O)CCC(F)(F)F)cc2C1=O
9.0 | -17.2 | 3.1 | Cc1cc(Nc2ncc(Cl)cc2Cl)n[nH]1
22.9 | 1.7 | 0.1 | COCCC(=O)N1CCC(Oc2ccc(C(=O)NCCc3cn[nH]c3)cc2)CC1
13.1 | -26.3 | 0.8 | O=C(Nc1ccc(CN2CCOCC2)cc1)c1ccc(-c2ccc(Cl)cc2Cl)o1
11.6 | -6.0 | -0.1 | COc1cccc(C2CC(c3cccc(Br)c3)n3nc(N)nc3N2)c1 (configuration not stated)
1.7 | -2.1 | -0.8 | Cc1cccc(C(=O)NCC(=O)N2CCN(c3ccccn3)CC2)c1
7.4 | -14.3 | 0.9 | O=C(CN1c2cccc3cccc(c23)S1(=O)=O)N1CCN(c2ccc(F)cc2)CC1
26.6 | -21.0 | 0.0 | CC1CCN(S(=O)(=O)c2ccc(C(=O)NCc3cccnc3)cc2)CC1
12.8 | -21.7 | -1.2 | CN(C)c1cccc(NC2=CC(=[N+]3CCOCC3)CC(C)(C)C2)c1
9.9 | 1.1 | -2.5 | O=C(COC(=O)Cc1c(F)cccc1Cl)Nc1nnc(-c2ccccc2)o1
11.9 | -13.4 | -1.7 | CC1(C)CC(=O)C=C(N=CC2=C(O)CC(C)(C)CC2=O)C1
11.5 | -9.0 | 0.2 | C=CCNC(=O)/C(C#N)=C/c1ccc(OS(=O)(=O)c2ccc(C)cc2)c(OC)c1
2.8 | -0.7 | -1.6 | Cc1ccccc1C(=O)NC(=S)N(Cc1ccccc1)c1ccccn1
23.0 | -26.1 | 0.0 | CCOc1cc(NC(=O)c2cccs2)c(OCC)cc1NC(=O)CCC(=O)NCc1ccccn1
4.9 | -1.4 | -0.6 | COc1cccc(OC2OC3COC(C)(C)OC3C(O)C2NC(C)=O)c1 (configuration not stated)
-0.5 | -9.3 | 0.4 | Cc1ccc(S(=O)(=O)Nc2ccncc2)c(C)c1N(C)S(=O)(=O)c1ccc(Cl)cc1

Assay outcomes from PubChem BioAssay.
